NR2E3 ag-1: activates human photoreceptor nuclear receptor NR2E3. Q9Y5X4. GST-NR2E3/biotin-RetCOR TR-FRET, 1536-well. inhibition of corepressor binding, % at 4.78 µM. hit rate 0.12% among 320,000. AID 2300;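 active = percent inhibition above the cutoff of mean plus 3 SD of all tested compounds, set per screening campaign, cut at about 20% in these data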;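 note: 0% = DMSO wells and 100% = biotin wells as full block of FRET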
Target sequence (Q9Y5X4 whole entry, looked up): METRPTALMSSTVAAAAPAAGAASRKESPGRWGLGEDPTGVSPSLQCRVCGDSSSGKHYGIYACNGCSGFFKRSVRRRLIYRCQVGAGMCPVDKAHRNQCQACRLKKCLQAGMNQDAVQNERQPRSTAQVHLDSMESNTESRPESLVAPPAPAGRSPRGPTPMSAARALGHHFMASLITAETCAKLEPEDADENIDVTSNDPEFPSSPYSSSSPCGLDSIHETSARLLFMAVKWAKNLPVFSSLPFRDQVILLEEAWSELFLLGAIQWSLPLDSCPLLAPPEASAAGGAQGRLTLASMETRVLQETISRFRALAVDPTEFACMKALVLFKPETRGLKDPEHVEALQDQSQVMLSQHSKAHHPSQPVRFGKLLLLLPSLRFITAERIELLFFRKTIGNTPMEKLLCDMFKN
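System: GST-tagged NR2E3 plus biotinylated RetCOR corepressor; Buffer or medium: pH 7.5 Tris-based buffer; Probe or stimulus: RetCOR corepressor, biotinylated, 7 nM; Doses: compound at 4.8 µM, single dose; Schedule: 5 h incubation at 4 °C; Technique: time-resolved FRET; Evaluation: percent inhibition of TR-FRET ratio; Replication: one well per compound, singlicate testing.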
MITF TRPM1 inh: inhibitors of MITF-driven TRPM1 promoter in melanoma cells; inhibition, % at 12.5 µM; SK-MEL-5 TRPM1 promoter luciferase, 24 h; hit rate 0.83% among 330,000;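 active = mean inhibition across replicates of 60% or more, whatever share of single replicates reaches that level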; note: values of inactives mirror those of a sister screen read the other way
HIF-2a block: blocks HIF-2a reporter activity. 786-0 RCC cells HIF-2a reporter, luciferase luminescence, overnight. inhibition, % at 18.8 µM. hit rate 0.72% among 360,000. AID 624352;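 active = inhibition of the luminescence signal of 40% or more relative to plate controls, in a single-dose primary screen at 18.75 µM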
aDG glyco up: alpha-DG glycosylation activation; Pro5-aDG cells, alpha-DG glycosylation AlphaScreen (IIH6); 0% Pro5, 100% B10-LARGE cell signal; activation, % at 10 µM; hit rate 0.22% among 360,000;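 active = activation of at least 8% versus controls, or a plate z-score of at least 8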;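 note: Pro5 are CHO cells carrying HIG-tagged alpha-DG that lacks glycosylation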
KKLEB tox: CF airway cell cytotoxicity counter-screen; KKLEB CF airway cells viability, ATPlite luminescence, overnight; active compounds read low; cells stimulated with P. aeruginosa culture filtrate; activity change (cytotoxicity), % at 5 µM; hit rate 0.36% among 360,000;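 active = corrected activity change at or below -50% at 5 µM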
Peg3 promoter: reduces Peg3 promoter-driven luciferase expression in HeLa; HeLa PEG-Prom luciferase reporter, luminescence, overnight; inhibition, % at 20 µM; AID 588405; hit rate 1.7% among 360,000;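 active = inhibition of at least 50% at 20 µM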
iPSC survival up: increases survival of single human iPS cells; hiPSC single-cell survival, ATPlite luminescence; 100% = ROCK inhibitor wells, 0% = DMSO; AID 602274; survival enhancement, % at 20 µM; hit rate 0.044% among 360,000; in the data active = survival enhancement above about 18%;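 note: cells exposed to compounds for 16 hours before the ATP read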
TWEAK Fn14 block: TWEAK-Fn14 signaling inhibition | TWEAK-stimulated Fn14 reporter cells, luciferase luminescence, 8 h | inhibition, % at 10 µM | hit rate 2% among 360,000 | AID 1159606; in the data active = inhibition above about 50%
CF NFkB inh: cystic fibrosis NF-kB activation inhibition; KKLEB NF-kB-GFP reporter, PAF-induced, GFP fluorescence overnight; inhibition, % at 5 µM; hit rate 0.86% among 360,000; AID 588850;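 active = at least 50% inhibition at 5 µM, scaled per plate between neutral and stimulator controls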;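 note: PAF is a Pseudomonas aeruginosa culture filtrate used as stimulus; plate controls were PAF-stimulated DMSO wells for no effect and unstimulated DMSO wells for full effect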
NR2E3 ag-2: activates human NR2E3 receptor | CHO-S Gal4-NCOR/VP16-NR2E3 two-hybrid, luciferase | AID 602229 | inhibition of corepressor binding, % at 3.98 µM | Q9Y5X4 | hit rate 0.35% among 360,000;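 active = inhibition above the mean of all tested compounds plus 3 SD, cut at about 70% in these data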;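 note: 0% = DMSO with NR2E3 transfected cells and 100% = cells lacking NR2E3 construct; higher means lower luciferase signal from less NR2E3 corepressor binding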
Shn3 inh set2: reduces Shn3 3'UTR luciferase signal in osteoblasts; Clone20 osteoblast Shn3 3'UTR firefly luciferase, 24 h; inhibition, % at 12.5 µM; hit rate 0.52% among 360,000;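 active = mean inhibition of at least 75% with every replicate also reaching 75%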;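 note: 0% = median of neutral control wells and 100% = pilot-screen positive control compound; some compounds past the cut are filed as inactive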
The depositor's hits bear a star; . = not tested or not shown.

SMILES	NR2E3 ag-1	MITF TRPM1 inh	HIF-2a block	aDG glyco up	KKLEB tox	Peg3 promoter	iPSC survival up	TWEAK Fn14 block	CF NFkB inh	NR2E3 ag-2	Shn3 inh set2
Cc1cc(C)c2nc3sc(=Cc4ccc(-c5ccccc5C(=O)O)o4)c(=O)n3c2c1	.	.	-5	-0.1	0	-14	-2.4	24	-47	-15	1
Cc1cc(C)n(-c2nc(NCCN(C)C)c3c4c(sc3n2)COC(C)(C)C4)n1	-2	.	-47	0.9	-4	14	-0.6	-10	5	-35	.
COc1ccc(CCC(=O)O)cc1OC	1	-9	15	0.0	0	14	0.1	-4	-8	-22	-7
CC(C)Cn1c(SCc2nnc(-c3cccs3)o2)nc(O)cc1=O	1	2	22	-0.2	14	10	3.8	-2	-3	-20	-10
CC(C)C[C@H](NC(=O)OC(C)(C)C)C(=O)N/N=C/c1ccc2nccnc2c1	5	11	12	-0.1	0	7	-1.2	-3	-5	-11	5
CC(=O)Nc1ccc(N(C(=O)CNC(=O)c2cccs2)C(C(=O)NCC2CCCO2)c2ccccc2)cc1 (centres undefined)	-2	15	1	0.2	8	-5	0.2	3	3	-22	-27
Cc1cccc(C)c1NC(=O)CN1CCN(C(=O)CNC(=O)c2ccc(N3CCCC3=O)cc2)CC1	0	14	2	0.2	8	-14	0.6	8	-7	-22	0
COc1ccc(S(=O)(=O)Cc2ccc(C(=O)N3CCN(c4ncccn4)CC3)o2)cc1	2	7	6	-0.4	5	1	1.2	21	-15	11	-10
Cc1cccc(C(C(=O)NC2CCCC2)N(Cc2cccnc2)C(=O)c2csnn2)c1 (centres undefined)	1	6	11	0.1	5	1	0.3	25	-3	-25	-9
COc1ccc(CCNC(=O)c2cc(C3CC3)nc3c2cnn3C(C)C)cc1	2	-6	10	-0.2	-12	15	-0.5	14	7	-18	23

Brought forward from above: 2 compounds; new compounds follow.
SMILES	NR2E3 ag-1	MITF TRPM1 inh	HIF-2a block	aDG glyco up	KKLEB tox	Peg3 promoter	iPSC survival up	TWEAK Fn14 block	CF NFkB inh	NR2E3 ag-2	Shn3 inh set2
Cc1cccc(C(C(=O)NC2CCCC2)N(Cc2cccnc2)C(=O)c2csnn2)c1 (centres undefined)	1	6	11	0.1	5	1	0.3	25	-3	-25	-9
COc1ccc(CCNC(=O)c2cc(C3CC3)nc3c2cnn3C(C)C)cc1	2	-6	10	-0.2	-12	15	-0.5	14	7	-18	23
CC(C)(C)c1ccccc1N=Cc1ccc2ccccc2n1	2	8	14	-0.3	0	10	-4.1	30	13	-11	2
Cc1cc(-c2nnc(CCC(=O)NC(C)c3cccc4ccccc34)o2)no1 (centres undefined)	-2	4	-33	0.1	-3	-22	0.9	-26	5	14	-3
COC1CCCN(C(=O)c2ccc3oc(Cc4ccc(Cl)cc4)nc3c2)C1 (centres undefined)	1	-2	-16	0.2	-12	-3	-0.3	-22	9	-33	-62
COc1ccc(CCNC(=O)c2ccc(Cl)cc2)cc1	0	3	-23	0.0	11	-40	-3.4	-26	-1	-10	-13
Cc1cc(C(C)(C)C)nc2[nH]n(-c3ccccc3)c(=O)c12	3	-6	-22	-0.1	13	2	-1.3	0	0	2	4
Cc1ccc(CNC(=O)CSc2nnc(CNC(=O)c3ccccc3)o2)cc1	2	-7	4	-0.4	0	5	-0.5	6	4	23	1
COc1ccc(CCC(=O)OCc2csc(CC(=O)Nc3ccc(C)cc3)n2)cc1OC	.	-1	-25	-0.1	8	-13	-1.5	-5	5	-34	-3
Cn1c(CC(=O)NNC(=O)c2ccccc2[N+](=O)[O-])nc2ccccc21	2	10	15	0.2	12	-4	0.2	11	10	5	-12
COc1ccc(S(=O)(=O)NC(=O)C2(C)CCN2C(=O)Cc2cc(C)cc(C)c2)cc1 (centres undefined)	.	.	4	-0.2	-24	-26	-1.5	4	21	1	-20
CCc1nc(N)c(C#N)c(-c2cccn2C)c1C	0	13	20	-0.2	3	18	0.3	-6	4	-19	1

Arranged by molecular weight (largest number first): three of the compounds above
SMILES	NR2E3 ag-1	MITF TRPM1 inh	HIF-2a block	aDG glyco up	KKLEB tox	Peg3 promoter	iPSC survival up	TWEAK Fn14 block	CF NFkB inh	NR2E3 ag-2	Shn3 inh set2
COc1ccc(CCC(=O)OCc2csc(CC(=O)Nc3ccc(C)cc3)n2)cc1OC	.	-1	-25	-0.1	8	-13	-1.5	-5	5	-34	-3
COC1CCCN(C(=O)c2ccc3oc(Cc4ccc(Cl)cc4)nc3c2)C1 (centres undefined)	1	-2	-16	0.2	-12	-3	-0.3	-22	9	-33	-62
Cc1cc(-c2nnc(CCC(=O)NC(C)c3cccc4ccccc34)o2)no1 (centres undefined)	-2	4	-33	0.1	-3	-22	0.9	-26	5	14	-3

Remaining list, next part:
SMILES	NR2E3 ag-1	MITF TRPM1 inh	HIF-2a block	aDG glyco up	KKLEB tox	Peg3 promoter	iPSC survival up	TWEAK Fn14 block	CF NFkB inh	NR2E3 ag-2	Shn3 inh set2
CCOC(=O)CNC(=O)C1CCCc2c1[nH]c1ccc(Cl)cc21 (centres undefined)	0	5	15	0.7	10	9	2.9	13	-10	-2	6
CCCC[C@@H]1C[C@H]1[C@@H](NC(=O)c1ccccc1)c1ccccc1C(F)(F)F	0	-3	14	0.1	2	0	0.9	-12	-5	13	19
CCOC(=O)C1(CC2CCCCO2)CCN(S(=O)(=O)c2ccc(OC)cc2)CC1 (centres undefined)	1	-2	16	0.2	0	11	-2.4	-9	9	-11	10
Cc1noc(C)c1C(=O)Nc1nc(-c2ccccc2Cl)cs1	1	-30	-142	0.1	1	-158	0.8	12	-14	-74	-32
Cc1c(C(=O)NCCCN2CCCC2=O)oc2ccc(S(=O)(=O)N3CCOCC3)cc12	0	-6	4	-0.2	-6	9	1.4	12	-4	5	-12
Cc1ccc2nsnc2c1S(=O)(=O)N1CCCC1	1	6	25	0.1	1	12	3.1	0	6	-10	-5
CCOc1ccc(NC(=S)NN(C)C(=S)Nc2ccc(OCC)cc2)cc1	0	-4	-30	-0.1	4	6	0.5	2	0	-41	-16
Cc1ccccc1COn1nnc2ccc(S(=O)(=O)N3CCOCC3)cc21	1	-2	14	0.1	1	20	-0.4	-15	-1	0	43
COc1c(S(=O)(=O)N2CCCC2)ccc(Cl)c1Cl	-2	9	-4	0.2	-2	2	6.6	-26	16	-37	-3
O=C(CCCCn1c(=O)[nH]c2ccccc2c1=O)NCCC1=CCCCC1	-1	5	13	-0.4	5	11	1.3	-13	-7	-5	14
Cc1cccc(OCc2nnc(SCC(=O)N3CCN(c4ccccc4)CC3)o2)c1C	2	7	18	0.3	0	4	1.8	-2	1	-18	-1
CCOC(=O)C1CCN(C(=O)c2ccccc2NC(=O)C2=C(C)OCCS2)CC1	2	3	5	1.0	6	2	0.3	-1	-20	2	-3
Cc1ccc(C)c(N2CCN(c3ncccc3[N+](=O)[O-])CC2)c1	-2	-12	-24	-0.1	3	36	-0.3	31	25	-2	24
COc1ccccc1N1CCN(CCCCN2C(=O)C3CCCN3C2=O)CC1 (centres undefined)	.	-5	19	-0.1	4	11	-0.4	-4	7	19	-8
COc1ccc(C2OC(=O)CC2C(=O)NCc2ccc(C)cc2)cc1OC (centres undefined)	2	4	17	-0.3	11	2	-0.9	5	-11	3	21
COc1ccc(OCC(=O)Nc2ccc3c(c2)nc(CN2CCN(C(C)=O)CC2)n3C)cc1	-1	6	12	-0.2	11	-4	-0.3	12	-12	-14	-1
Cc1ccc(-c2nc3c(c(SCC(=O)N4CCOCC4)n2)Cc2c(CO)cnc(C)c2O3)cc1	-3	-2	12	-0.8	-8	27	-0.5	3	6	-16	18
OCCOCCn1c(CCNc2nc(-c3ccc(Cl)cc3)cs2)nc2cc(Cl)c(Cl)cc21	-2	-20	-7	0.6	-20	24	-2.0	-16	-1	-26	10
CCOc1ccc(C(=O)OCC(=O)Nc2ccc(SC(F)F)cc2)cc1OCC	-2	1	19	0.1	7	11	0.5	-3	3	30	-2
CC1(C)C(=S)N(Cc2ccccc2)c2ccccc21	-1	12	9	0.0	1	19	-0.7	-52	-9	-21	-33
CC(C)c1ccc(C(C(=O)NC2CCCC2)N(C(=O)CNC(=O)c2ccco2)c2cccnc2)cc1 (centres undefined)	0	-10	21	0.2	8	-6	1.1	-9	-4	-12	8

Four entries from above, in CSV form.
molecule,NR2E3 ag-1,MITF TRPM1 inh,HIF-2a block,aDG glyco up,KKLEB tox,Peg3 promoter,iPSC survival up,TWEAK Fn14 block,CF NFkB inh,NR2E3 ag-2,Shn3 inh set2
Cc1ccc(C)c(N2CCN(c3ncccc3[N+](=O)[O-])CC2)c1,-2,-12,-24,-0.1,3,36,-0.3,31,25,-2,24
COc1ccccc1N1CCN(CCCCN2C(=O)C3CCCN3C2=O)CC1 (centres undefined),.,-5,19,-0.1,4,11,-0.4,-4,7,19,-8
COc1ccc(C2OC(=O)CC2C(=O)NCc2ccc(C)cc2)cc1OC (centres undefined),2,4,17,-0.3,11,2,-0.9,5,-11,3,21
COc1ccc(OCC(=O)Nc2ccc3c(c2)nc(CN2CCN(C(C)=O)CC2)n3C)cc1,-1,6,12,-0.2,11,-4,-0.3,12,-12,-14,-1
